Bioassay records as filed in PubChem.
SW480 rereplic: induces DNA re-replication in SW480 colon adenocarcinoma cells. SW480 DNA re-replication, Hoechst DNA content imaging, 48 h. Potency, µM (series often up to 46.1 µM), inactives show at the highest dose re-replication activation, most hits filed as activators. actives 1.8% (n = 340,000). AID 624297; also: potency is read from the fitted curve at half-maximal effect; % of control where 0% means no effect; nearly all actives have a fitted effect of over 55% in size
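250 cells/well; 23 nL cpd via pin tool; 48 hr, 37 C, 5% CO2; Hoechst 40 min; imager read of total nuclear intensity, ex 405/em 500-530 nm.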
ATXN viability: viability counter-screen for ATXN expression inhibitors; S2 cells (HEK-293 line with an ATXN2-luciferase reporter) viability, CellTiter-Fluor protease fluorescence, 24 h; Potency, µM (doses to about 56.7 µM), usual class: cytotoxic; actives 0.49% (n = 400,000); also: potency is read from the fitted curve at half-maximal effect; nearly all actives have a fitted effect of over 40% in size
KB-3-1 tox: KB-3-1 parental cell cytotoxicity. Potency, µM (doses to about 46.1 µM), for the others: at the highest dose activity change, negative = cytotoxic, hits mostly cytotoxic. KB-3-1 viability, CellTiter-Glo ATP luminescence, 72 h. AID 1347075. actives 1.4% (n = 400,000); also: potency is read from the fitted curve at half-maximal effect; % is scaled to controls: 0 for no effect and ±100 for the full control effect; nearly all actives have a fitted effect of over 60% in size
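Using CellTiter-Glo luminescence, growth of non-resistant KB-3-1 adenocarcinoma cells is assessed 72 h after pin-tool compound addition at 37 °C. Normalized responses across the concentration series yield fitted curves.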
KB-V1 cytotox: KB-V1 MDR subline cytotoxicity; AID 1347076; Potency, µM (top dose mostly 46.1 µM), for inactives: top-dose activity change, negative = cytotoxicity, usual class: cytotoxic; actives 3.4% (n = 400,000); KB-V1 MDR cells viability, CellTiter-Glo, 72 h; also: potency is read from the fitted curve at half-maximal effect; % is scaled to controls: 0 for no effect and ±100 for the full control effect; nearly all actives have a fitted effect of over 60% in size
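KB-V1 MDR subline cells in DMEM (phenol-red free, 10% FBS) exposed to compounds in qHTS concentration series for 72 h at 37 degrees C. Viability read by CellTiter-Glo luminescence; concentration-effect curves fitted after normalization and correction.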
IL-1B inflam inh: blocks inflammasome-driven IL-1 beta release; THP-1 LPS/ATP IL-1B secretion, AlphaLISA, 16 h; hits give low values; activity change, % at 57.5 µM; actives 4.7% (n = 360,000); in the data active = activity change below about -50%; inconclusive = mostly about -30% to -49%; also: % is scaled to controls: 0 for no effect and ±100 for the full control effect
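Secreted IL-1B measured by AlphaLISA bead assay after 16 h compound exposure of THP-1 cells; compounds (final up to 57.5 uM) added 1 h before LPS (250 ng/mL) and ATP (1.25 mM) stimulation; lower signal means less secretion.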
HT1080-NT tox: kills 2HG-producing HT-1080-NT fibrosarcoma cells; Potency, µM (top dose mostly 46.1 µM), inactives show at the top dose activity, negative = less viability, actives largely listed as cytotoxic; HT-1080-NT fibrosarcoma viability, CellTiter-Glo ATP luminescence, 48 h; actives 1.6% (n = 360,000); AID 686970;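 also: NT is the 2HG producing partner of a matched IDH1 knockdown line; potency is read from the fitted curve at half-maximal effect; 0% = DMSO-treated cells and -100% = media-only wells without cells; nearly all actives have a fitted effect of over 55% in size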
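Viability of the 2HG-overproducing fibrosarcoma line after 48 hours of compound exposure at 37 degrees C was determined by luminescence with CellTiter-Glo, and concentration-effect curves were then fitted and categorized.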
MCF10A rereplic: inducers of DNA re-replication in MCF 10A breast cells. actives 2.9% (n = 350,000). AID 624296. Potency, µM (doses to about 46.1 µM), without a hit: at the top dose activity, positive = re-replication, hits mostly activators. MCF 10A DNA re-replication, Hoechst nuclear intensity, 48 h; also: potency is read from the fitted curve at half-maximal effect; % of control where 0% means no effect; nearly all actives have a fitted effect of over 50% in size
HT1080 IDH1KD tx: toxicity to HT-1080 IDH1 knockdown cells (counter line). actives 2% (n = 360,000). Potency, µM (top dose mostly 46.1 µM), without a hit: at the highest dose activity, negative = toxicity, hits mostly cytotoxic. HT-1080 IDH1 knockdown viability, ATP luminescence, 48 h. AID 686971;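 also: potency is read from the fitted curve at half-maximal effect; 0% = DMSO wells and -100% = cell-free medium wells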
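Cytotoxicity counter-line: IDH1KD HT-1080, 48 h, CellTiter-Glo. Curves classed by r2, magnitude and activity.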
ATXN2 expr inh: ATXN2 expression inhibition; HEK-293 ATXN2-luciferase reporter, luminescence, 24 h; Potency, µM (series often up to 57 µM), without a hit: at the highest dose activity change, negative = inhibition, usual class: inhibitors; actives 0.72% (n = 360,000); AID 1745845; also: potency is read from the fitted curve at half-maximal effect; % is scaled to controls: 0 for no effect and ±100 for the full control effect; nearly all actives have a fitted effect of over 55% in size
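ATXN2-luciferase reporter cells (luciferase flanked by upstream and downstream ATXN2 gene portions) were treated 24 h at 37 °C with compounds at up to 57 uM. SteadyGlo luminescence gave expression; GF-AFC fluorescence gave viability.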
The depositor's hits bear a star; [ ] = dose if it differs, or a comment. Unless noted, calls follow the shape of the dose curve; as a rule, active = well fitted curve in the direction sought with a large enough effect; inconclusive = small, poorly fitted or top-dose-only effect, or another doubt; inactive = no such curve, though single readings can be large; an effect the other way counts as inactive or inconclusive. Outcome played no part in choosing rows. About 11% of those tested had a hit in this group.

Screening O=C(O)C(Cc1ccccc1)NC(=O)C(c1ccccc1)c1ccccc1 (centres undefined) returned SW480 rereplic -19%, ATXN viability inactive, KB-3-1 tox 1%, KB-V1 cytotox 9%, IL-1B inflam inh 2, HT1080-NT tox 0%, MCF10A rereplic inconclusive, HT1080 IDH1KD tx 16% and ATXN2 expr inh -6%.
Screening Cc1ccc(C)c(N2CC(C(=O)O)CC2=O)c1 (centres undefined) returned SW480 rereplic 3%, ATXN viability inactive, KB-3-1 tox -3%, KB-V1 cytotox 1%, IL-1B inflam inh 16, HT1080-NT tox 26%, MCF10A rereplic -1%, HT1080 IDH1KD tx 29% and ATXN2 expr inh -13%.
`O=C1CCC(CCC(=O)N2CCCC(C(=O)c3ccc4c5c(cccc35)CC4)C2)=NN1` (centres undefined) gave SW480 rereplic -3%, ATXN viability inactive, KB-3-1 tox -6%, KB-V1 cytotox -22%, IL-1B inflam inh inconclusive, HT1080-NT tox -5%, MCF10A rereplic -3%, HT1080 IDH1KD tx -8% and ATXN2 expr inh -25%.
CCOC(=O)c1ccc(NC(=O)CSc2nc(C)cc(=O)[nH]2)cc1 was read as SW480 rereplic -2%, ATXN viability inactive, KB-3-1 tox 2%, KB-V1 cytotox 2%, IL-1B inflam inh 35, HT1080-NT tox 5%, MCF10A rereplic 0%, HT1080 IDH1KD tx 9% and ATXN2 expr inh -25%.
For CCc1ccc(S(=O)(=O)Nc2ccc(N3CCN(C)CC3)cc2)cc1 the results were SW480 rereplic 2%, ATXN viability inconclusive, KB-3-1 tox 0%, KB-V1 cytotox -1%, IL-1B inflam inh -9, HT1080-NT tox -3%, MCF10A rereplic 27%, HT1080 IDH1KD tx 6% and ATXN2 expr inh 1%.
CCCOc1ccc(C(=O)N/N=C/c2ccc(-c3ccc(S(=O)(=O)Nc4ncccn4)cc3)o2)cc1 was read as SW480 rereplic 3%, ATXN viability inactive, KB-3-1 tox -8%, KB-V1 cytotox 0%, IL-1B inflam inh -8, HT1080-NT tox -55%, MCF10A rereplic inconclusive, HT1080 IDH1KD tx -24% and ATXN2 expr inh 0%.
`COc1cc(/C=N/NC(=O)C(C)Nc2n[nH]c(=O)[nH]c2=O)cc(OC)c1O` (centres undefined) gave SW480 rereplic -7%, ATXN viability inactive, KB-3-1 tox 17%, KB-V1 cytotox 12%, IL-1B inflam inh -2, HT1080-NT tox 26%, MCF10A rereplic 1%, HT1080 IDH1KD tx 26% and ATXN2 expr inh 14%.
CC(CNC(=O)c1cc2ccccn2n1)c1ccccc1 (centres undefined) was read as ATXN viability inactive, KB-3-1 tox -2%, KB-V1 cytotox 0% and ATXN2 expr inh 32%[activator].
For Cc1ccc(Cc2c(-c3ccccc3)nc3cc(C)c(Br)c(C)n23)cc1 the results were ATXN viability inactive, KB-3-1 tox 0%, KB-V1 cytotox 20%, IL-1B inflam inh 22, HT1080-NT tox -10%, HT1080 IDH1KD tx -3% and ATXN2 expr inh 27%.
Screening N#Cc1ccc(C(=O)N(Cc2ccco2)c2c(N)n(Cc3ccccc3)c(=O)[nH]c2=O)cc1 returned SW480 rereplic inconclusive, ATXN viability inactive, KB-3-1 tox 10%, KB-V1 cytotox -14%, IL-1B inflam inh -7, HT1080-NT tox 12%, MCF10A rereplic 2%, HT1080 IDH1KD tx 21% and ATXN2 expr inh 0%.
COC(=O)c1cc(OC)c(OC)cc1NC(=O)Nc1cccc(C(C)=O)c1 was read as SW480 rereplic -27%, ATXN viability inactive, KB-3-1 tox 7%, KB-V1 cytotox 17%, IL-1B inflam inh -1, HT1080-NT tox 11%, MCF10A rereplic -27%, HT1080 IDH1KD tx 17% and ATXN2 expr inh -1%.
Screening COc1ccc(OCC(=O)NNC(=O)C(=O)Nc2cc(OC)ccc2OC)cc1 returned SW480 rereplic -9%, ATXN viability inactive, KB-3-1 tox -5%, KB-V1 cytotox 4%, IL-1B inflam inh 0, HT1080-NT tox -2%, MCF10A rereplic 0%, HT1080 IDH1KD tx -2% and ATXN2 expr inh 3%.
O=C(NN1CCCCC1)NN1CCCCC1 was read as ATXN viability inactive, KB-3-1 tox 8%, KB-V1 cytotox -13%, IL-1B inflam inh 38, HT1080-NT tox 25%, HT1080 IDH1KD tx 0% and ATXN2 expr inh 8%.
`CCCN1CCC(C(=O)NC(c2ccc(Cl)cc2)c2ccsc2)CC1` (centres undefined) gave ATXN viability inactive, KB-3-1 tox inconclusive, KB-V1 cytotox inconclusive, IL-1B inflam inh inconclusive, HT1080-NT tox inconclusive, HT1080 IDH1KD tx inconclusive and ATXN2 expr inh -22%.
For O=C(O)c1cncc(C#CCC2CCCCC2)c1 the results were SW480 rereplic -20%, ATXN viability inactive, KB-3-1 tox 6%, KB-V1 cytotox 4%, IL-1B inflam inh 21, HT1080-NT tox -12%, MCF10A rereplic 0%, HT1080 IDH1KD tx -1% and ATXN2 expr inh 61%[activator].
`CCC/C(O)=C1\C(=O)CC(C)(C)CC1=Nc1ccc(OC)cc1` gave SW480 rereplic 5%, ATXN viability inactive, KB-3-1 tox -12%, KB-V1 cytotox 0%, IL-1B inflam inh -20, HT1080-NT tox -15%, MCF10A rereplic 5%, HT1080 IDH1KD tx -4% and ATXN2 expr inh -14%.
For Cc1ccc(SCc2ccc(C(=O)Nc3ccccc3Br)cc2)cc1 the results were SW480 rereplic 0%, ATXN viability inactive, KB-3-1 tox 4%, KB-V1 cytotox -11%, IL-1B inflam inh -9, HT1080-NT tox 12%, MCF10A rereplic inconclusive, HT1080 IDH1KD tx 0% and ATXN2 expr inh -7%.
For Cc1ccc(NC2c3ncccc3C(=O)N2Cc2ccco2)c(C)c1 (centres undefined) the results were SW480 rereplic -3%, ATXN viability inactive, KB-3-1 tox 7%, KB-V1 cytotox -23%, IL-1B inflam inh 0, HT1080-NT tox -5%, MCF10A rereplic -3%, HT1080 IDH1KD tx 1% and ATXN2 expr inh -6%.
For Cc1cccc2sc(NNC(=O)c3ccc4c(c3)OCCO4)nc12 the results were SW480 rereplic inconclusive, ATXN viability inconclusive, KB-3-1 tox -8%, KB-V1 cytotox 2%, IL-1B inflam inh -3, HT1080-NT tox -11%, MCF10A rereplic 17%, HT1080 IDH1KD tx -3% and ATXN2 expr inh -13%.
Screening Cc1ccc(Nc2nc(-c3sc(NC(=O)c4ccco4)nc3C)cs2)cc1 returned SW480 rereplic -8%, ATXN viability inconclusive, KB-3-1 tox -12%, KB-V1 cytotox 6%, IL-1B inflam inh 34, HT1080-NT tox -8%, MCF10A rereplic -18%, HT1080 IDH1KD tx -2% and ATXN2 expr inh -9%.

Entries from the list above that contain an NH in an aromatic ring (3):
CCOC(=O)c1ccc(NC(=O)CSc2nc(C)cc(=O)[nH]2)cc1 was read as SW480 rereplic -2%, ATXN viability inactive, KB-3-1 tox 2%, KB-V1 cytotox 2%, IL-1B inflam inh 35, HT1080-NT tox 5%, MCF10A rereplic 0%, HT1080 IDH1KD tx 9% and ATXN2 expr inh -25%.
`COc1cc(/C=N/NC(=O)C(C)Nc2n[nH]c(=O)[nH]c2=O)cc(OC)c1O` (centres undefined) gave SW480 rereplic -7%, ATXN viability inactive, KB-3-1 tox 17%, KB-V1 cytotox 12%, IL-1B inflam inh -2, HT1080-NT tox 26%, MCF10A rereplic 1%, HT1080 IDH1KD tx 26% and ATXN2 expr inh 14%.
Screening N#Cc1ccc(C(=O)N(Cc2ccco2)c2c(N)n(Cc3ccccc3)c(=O)[nH]c2=O)cc1 returned SW480 rereplic inconclusive, ATXN viability inactive, KB-3-1 tox 10%, KB-V1 cytotox -14%, IL-1B inflam inh -7, HT1080-NT tox 12%, MCF10A rereplic 2%, HT1080 IDH1KD tx 21% and ATXN2 expr inh 0%.

Additional entries.
Screening COc1ccc(N(CC(=O)NCCSc2ccccn2)S(C)(=O)=O)cc1 returned SW480 rereplic -7%, ATXN viability inactive, KB-3-1 tox -6%, KB-V1 cytotox inconclusive, IL-1B inflam inh 21, HT1080-NT tox 3%, MCF10A rereplic -1%, HT1080 IDH1KD tx 16% and ATXN2 expr inh 6%.
CCCCOc1ccc(Cl)cc1Nc1nc(NCCO)nc(N2CCCC2)n1 was read as SW480 rereplic -8%, ATXN viability inactive, KB-3-1 tox -2%, KB-V1 cytotox 24%, MCF10A rereplic inconclusive and ATXN2 expr inh -8%.
For CCOc1ccc(NC2=C(OC)C(=O)c3ccccc3C2=O)cc1 the results were SW480 rereplic 10%, ATXN viability inconclusive, KB-3-1 tox -3%, KB-V1 cytotox inconclusive, IL-1B inflam inh -83*, HT1080-NT tox -12%, MCF10A rereplic 13%, HT1080 IDH1KD tx -16% and ATXN2 expr inh -4%.
`O=[N+]([O-])c1ccc(Cl)c(S(=O)(=O)Nc2cccc(-c3ccc(N4CCCC4)nn3)c2)c1` gave SW480 rereplic -1%, ATXN viability inconclusive, KB-3-1 tox -1%, KB-V1 cytotox 5%, IL-1B inflam inh inconclusive, HT1080-NT tox -10%, MCF10A rereplic 10%, HT1080 IDH1KD tx -10% and ATXN2 expr inh 10%.
CCCCNC(=O)CSc1nccn1Cc1ccccc1 was read as SW480 rereplic 2%, ATXN viability inactive, KB-3-1 tox -4%, KB-V1 cytotox 3%, IL-1B inflam inh 5, HT1080-NT tox 12%, MCF10A rereplic -7%, HT1080 IDH1KD tx inconclusive and ATXN2 expr inh 1%.
Screening C/C(=N\Nc1nc(N)cc(Cl)n1)c1cccc(N)c1 returned SW480 rereplic -2%, ATXN viability inactive, KB-3-1 tox 23%, KB-V1 cytotox -9%, IL-1B inflam inh -3, HT1080-NT tox -3%, MCF10A rereplic 1%, HT1080 IDH1KD tx 23% and ATXN2 expr inh 27%.
For Cc1ccccc1OCC(=O)N1CCc2ccccc2C1 the results were SW480 rereplic -8%, ATXN viability inactive, KB-3-1 tox 2%, KB-V1 cytotox 4%, IL-1B inflam inh -6, HT1080-NT tox 3%, MCF10A rereplic 0% and HT1080 IDH1KD tx 2%.
